From PubChem
OXTR ag: human OXTR agonists, primary screen, fluorescence, CHO-OTR cells, Fluo-8 calcium; activation, % at 3 µM; 0.32% of 320,000 active; Oxytocin receptor (Homo sapiens), P30559; AID 2435, 2010; Fluo-8 calcium fluorescence; normalized: DMSO 0%, oxytocin 100%;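 active = activation above the mean of all tested compounds plus 3 SD, cutoff set per screening run, cut at about 20% in these data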;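 note: peak over basal fluorescence ratio from a 100 s FLIPR kinetic read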
Target sequence (P30559 whole entry, looked up): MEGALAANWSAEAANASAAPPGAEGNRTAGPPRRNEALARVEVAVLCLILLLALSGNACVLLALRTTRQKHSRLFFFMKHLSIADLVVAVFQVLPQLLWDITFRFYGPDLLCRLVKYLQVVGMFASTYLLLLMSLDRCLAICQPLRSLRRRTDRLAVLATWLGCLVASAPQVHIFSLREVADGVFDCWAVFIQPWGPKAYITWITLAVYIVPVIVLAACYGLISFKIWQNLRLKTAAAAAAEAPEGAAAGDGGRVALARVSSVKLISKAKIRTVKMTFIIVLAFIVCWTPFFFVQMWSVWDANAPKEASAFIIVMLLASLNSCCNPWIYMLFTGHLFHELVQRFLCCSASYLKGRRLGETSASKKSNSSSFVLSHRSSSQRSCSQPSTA
NALP1 inh: NALP1 inflammasome inhibitors in reconstituted yeast, colorimetric, S. cerevisiae, triplicate retest; AID 2071, 2009; 0.61% of 280,000 active; inhibition, % at 10 µM; S. cerevisiae NALP1/ASC/caspase-1 growth, X-gal OD620, 72 h; in the data active = inhibition mostly above about 24%, no sharp cut-off; inactive = mostly below about 32%; note: some compounds called inactive have numbers as strong as hits
MEKK2mut PB1 HTS: MEK5 binding signal on mutant MEKK2 PB1, primary screen, biochemical, multiplex bead flow cytometry, Alexa488-MEK5; Alexa488-MEK5 binding to MEKK2 mutant; percent response, % at 10 µM; 0.35% of 290,000 active; in the data active = percent response above about 24%, passing the limit was not always enough; note: inactives centre near 1; some results filed as inactive read as strong as hits
V1R ag counter: agonists of human V1a receptor, primary screen, counter-screen for OXTR agonist project, fluorescence, CHO-V1R cells | Fluo-8 calcium fluorescence, agonist mode; 0% DMSO, 100% 3 nM vasopressin | activation, % at 3 µM | 0.25% of 320,000 active | AID 2797, 2010;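 active = activation above the mean activation of all tested compounds plus 3 SD, per screening run, cut at about 20% in these data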;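 note: signal is peak over basal fluorescence ratio across a 100 second FLIPR read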
GalR3 antagonist: GalR3 antagonists in HEK293 cells, primary screen, cell-based, fluorescence readout; HEK293 GalR3-CNG cAMP membrane potential fluorescence; galR3 body fused to GalR1 C-terminus; inhibition, % at 3 µM; 0.44% of 360,000 active;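 active = inhibition above the screen-wide average plus 3 SD, cut at about 13% in these data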;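 note: forskolin and galanin both at EC90 stimulate the cells; cAMP rise reported by CNG channel membrane potential dye signal; 0% = forskolin plus galanin with DMSO and 100% = forskolin alone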
Target sequence (O60755 1-299 limits assumed): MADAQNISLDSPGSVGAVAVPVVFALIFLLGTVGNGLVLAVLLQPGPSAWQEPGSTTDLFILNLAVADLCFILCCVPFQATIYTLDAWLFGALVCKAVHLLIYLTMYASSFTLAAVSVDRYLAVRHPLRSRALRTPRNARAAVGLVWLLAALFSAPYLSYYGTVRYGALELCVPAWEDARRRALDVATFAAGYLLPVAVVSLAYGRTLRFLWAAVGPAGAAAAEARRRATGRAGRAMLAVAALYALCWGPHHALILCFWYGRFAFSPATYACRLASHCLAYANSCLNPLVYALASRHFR
M18AAP inhibitor: PfM18AAP inhibitors, malaria aminopeptidase, primary screen, biochemical, QFRET, recombinant enzyme; M18 aspartyl aminopeptidase (Plasmodium falciparum 3D7); H-Glu-NHMec fluorogenic cleavage; inhibition, % at 7.35 µM; 1.2% of 290,000 active; AID 1822, 2009;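 active = inhibition above the campaign mean inhibition over all tested compounds plus 3 SD, cut at about 28% in these data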;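 note: 0% = plate median of test compound wells and 100% = 2 mM ZnCl2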
GPR7 antagonist: GPR7 receptor antagonists, primary screen, cell-based, fluorescence, single concentration; AID 1861, 2009; inhibition, % at 4.4 µM; Neuropeptides B/W receptor type 1 (Homo sapiens), P48145; GPR7-expressing cells, fluorescence antagonist assay; 1.1% of 290,000 active; in the data active = inhibition above about 16%, passing the limit was not always enough;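 note: cells stimulated with the agonist NPW; 0% = agonist with vehicle and 100% = vehicle without agonist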
Target sequence (P48145 whole entry, looked up): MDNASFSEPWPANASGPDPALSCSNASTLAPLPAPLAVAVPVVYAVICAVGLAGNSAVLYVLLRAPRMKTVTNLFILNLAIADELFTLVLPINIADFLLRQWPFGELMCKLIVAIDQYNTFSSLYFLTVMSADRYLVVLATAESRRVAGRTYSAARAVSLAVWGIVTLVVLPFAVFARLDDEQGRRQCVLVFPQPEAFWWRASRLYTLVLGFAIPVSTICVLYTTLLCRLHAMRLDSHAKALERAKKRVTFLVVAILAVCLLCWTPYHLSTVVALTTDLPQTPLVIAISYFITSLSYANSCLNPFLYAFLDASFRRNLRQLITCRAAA
OXTR potentiate: human OXTR potentiators, primary screen, fluorescence, CHO-OTR cells, Fluo-8 calcium; Oxytocin receptor (Homo sapiens), P30559; Fluo-8 calcium fluorescence, potentiator mode; 0% = oxytocin EC15, 100% = EC100; activation, % at 3 µM; 0.061% of 320,000 active; AID 2445, 2010;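 active = activation above that plate's cutoff, the mean activation of tested compounds plus 3 SD, cut at about 6.6% in these data, passing the limit was not always enough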;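 note: 100% uses oxytocin at 75 nM as the full agonist control; some results filed as inactive read as strong as hits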
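Replication – single well per compound, singlicate · Assay system – CHO cell line stably expressing human OTR · Timing – 6 min pre-incubation, 100 s read · Measure – normalized max/min fluorescence ratio, % activation · Doses – 3.0 µM, one dose · Detection – Fluo-8 calcium dye fluorescence · Probe or stimulus – oxytocin near EC15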
MEKK2wt PB1 HTS: modulators of MEK5 binding to wildtype MEKK2, primary screen, biochemical, multiplex bead flow cytometry, Alexa488-MEK5; Mitogen-activated protein kinase kinase kinase 2 (Homo sapiens), Q9Y2U5; Alexa488-MEK5 binding to MEKK2 WT; actives lie on both sides; binding response (% of control), % at 10 µM; 1.1% of 290,000 active; in the data active = binding response below about 67% or above about 130%
Starred values were filed as active, the others as inactive; x = not tested or not shown.

| Structure | OXTR ag | NALP1 inh | MEKK2mut PB1 HTS | V1R ag counter | GalR3 antagonist | M18AAP inhibitor | GPR7 antagonist | OXTR potentiate | MEKK2wt PB1 HTS |
| --- | --- | --- | --- | --- | --- | --- | --- | --- | --- |
| COC(=O)c1cccc(NC(=O)CSc2nnc(COc3ccc(C#N)cc3)n2-c2ccccc2)c1 | 0.6 | 1 | 4 | 2.8 | -4 | 6 | -16 | 0 | 101 |
| O=C(COC(=O)/C=C/c1cccc(Cl)c1)Nc1ccc2[nH]c(=O)[nH]c2c1 | 0.3 | x | x | 1.1 | 35* | x | x | -10 | x |
| Cc1ccc(OCCCn2c(=O)sc3ccccc32)cc1 | -0.3 | 23 | 3 | 0.6 | -9 | 1 | -4 | -16 | 104 |
| CC(C)[C@H](NC(=O)c1ccco1)C(=O)NC12CC3CC(CC(C3)C1)C2 | -2.4 | -1 | -2 | -1.9 | -7 | -2 | -9 | -20 | 93 |
| O=C(NCc1ccccc1)C(=O)NCC1OCCN1S(=O)(=O)c1ccc([N+](=O)[O-])cc1 (stereo not drawn) | 0.1 | 8 | 6 | 0.2 | -6 | 0 | -5 | -4 | 108 |
| Cc1cccc(NC(=O)CSCC(=O)Nc2cc(Cl)ccc2N2CCN(C)CC2)c1 | 5.0 | 18 | 6 | 2.8 | -6 | 8 | 10 | -6 | 113 |
| Cc1cc(S(=O)(=O)N2CCC3(CC2)OCCO3)c(C)cc1Cl | -1.6 | 20 | -3 | 1.3 | 0 | 0 | -8 | -12 | 101 |
| COc1ccccc1NC(=O)c1ccc(NC(=O)CN2C(=O)CN(C)C2=O)cc1 | 0.8 | 10 | -3 | 0.2 | 0 | -10 | -5 | 0 | 103 |
| CC(=O)NNC(=O)c1cc2c3ccccc3n(C)c2s1 | -1.3 | 3 | 5 | -0.7 | 2 | 8 | -16 | -10 | 104 |
| COCCN1C(=O)C(=O)/C(=C(/O)c2ccc(S(=O)(=O)N3CCOCC3)cc2)C1c1ccc(O)cc1 (stereo not drawn) | 0.2 | 5 | -6 | 1.3 | 0 | 7 | 4 | -1 | 96 |
| N#C/C(=N\Nc1ccccc1)C(N)=S | 5.3 | -33 | -1 | 7.5 | 0 | 15 | -7 | -12 | 92 |
| CN(C)S(=O)(=O)c1ccc(C(=O)NCC(C)(C)CN=C2NS(=O)(=O)c3ccccc32)cc1 | 0.4 | 20 | 2 | 0.6 | -5 | -2 | -9 | 7 | 103 |
| COc1cc(C(=O)NCCC2=CCCCC2)ccc1OCc1c(C)noc1C | 1.9 | x | x | 3.6 | -2 | x | x | -5 | x |
| Cc1cc(C)c(C)c(/C=C(/C#N)C(N)=S)c1C | -2.0 | 8 | 0 | -1.2 | -7 | -7 | -9 | -2 | 96 |
| CCOC(=O)[C@H]1[C@H]2COc3ccc(Br)cc3[C@@H]2N2C(=O)N(c3ccccc3)C(=O)[C@@]12C | -0.7 | x | x | 0.5 | -3 | x | x | 7 | x |
| O=C(O)Cn1nnc(-c2ccc(OCc3ccccc3)cc2)n1 | 1.2 | x | 5 | 1.9 | -4 | -15 | -13 | -7 | 109 |
| Cc1ccc(NC(=O)C(=O)NN=C2CCCC2)cc1C | 0.2 | 12 | -7 | 3.0 | 5 | 10 | -6 | -12 | 93 |
| CCC1=C2CC[C@H]3C(=O)N(CC)C(=O)[C@H]3[C@H]2[C@@]2(Cc3ccccc3)C(=NCc3ccccc3)OC(=O)N2C1=O | -1.9 | x | 6 | -1.4 | 2 | x | x | -4 | 93 |
| O=C(CCCN1C(=O)c2cccnc2C1=O)Nc1ccc(Br)cc1 | -0.3 | 17 | -1 | 0.1 | -5 | 0 | -5 | -8 | 101 |
| O=C(Cc1ccccc1[N+](=O)[O-])Nc1cccc(S(=O)(=O)NC2=NCCCCC2)c1 | -0.4 | x | x | 1.2 | 0 | x | x | -3 | x |
| O=c1ccnc(SCCc2ccc([N+](=O)[O-])cc2)[nH]1 | -0.3 | x | x | 3.6 | -3 | x | x | 0 | x |
| COc1ccc(N2CCN(C(=O)COC(=O)c3cccc(OC)c3O)CC2)cc1 | 3.6 | x | x | 2.4 | -1 | x | x | -3 | x |
| COc1ccc(Br)c(C(=O)N2CCN(S(=O)(=O)/C=C/c3ccccc3)CC2)c1 | -0.4 | -1 | -4 | 0.7 | 11 | 1 | -3 | -5 | 97 |
| Cc1ccc2cc(CN(CC3CCCO3)C(=S)NCc3ccco3)c(=O)[nH]c2c1 (stereo not drawn) | -2.0 | 10 | -6 | -0.5 | -4 | -12 | -8 | 4 | 95 |
| Cc1ccc(OCCC(=O)OCC(=O)NCCc2ccc(Cl)cc2)cc1 | -0.4 | x | x | 1.6 | -6 | x | x | -7 | x |
| COc1cc(-c2noc(C)c2C#CCO)cc(OC)c1OC | -0.1 | -8 | 5 | -1.0 | 0 | 2 | -7 | -8 | 105 |
| COc1ccccc1OCC(=O)NNC(=O)c1ccc2c(=O)n3c(nc2c1)CCC3 | 0.3 | 10 | -1 | 0.8 | -4 | 12 | -13 | -9 | 95 |
| CN(C)c1ccc(/C=N/N(Cc2ccccc2)c2ccccc2)cc1 | -1.0 | 18 | 20 | 0.1 | 11 | -7 | -11 | 0 | 121 |
| Cc1ccc(NC(=O)CN2CCC(C(=O)c3ccc4c(c3)OCCO4)CC2)cc1 | 2.7 | -2 | 0 | 2.5 | -5 | -10 | -1 | -18 | 99 |
| Cc1ccc(SCCC(=O)N2CCN(S(=O)(=O)c3ccccc3)CC2)cc1 | 4.2 | x | x | 4.5 | -5 | x | x | -6 | x |
| Cc1nc(NCc2ccco2)c(C#N)c2c1COC(C)(C)C2 | -2.0 | 8 | 15 | -0.9 | 3 | 16 | 2 | -3 | 101 |
| Nc1nc(C2CCCCC2)cs1 | -0.7 | -1 | -1 | -0.5 | -5 | -1 | -5 | -2 | 97 |
| O=C(CCOc1ccccc1)N1CCN(S(=O)(=O)c2ccccc2F)CC1 | 2.5 | x | x | 2.3 | -7 | x | x | 0 | x |
| COc1ccc(OCC(=O)Nc2ccc(N3CCOCC3)c(Cl)c2)cc1 | 3.7 | 3 | 3 | 3.4 | -5 | -8 | 3 | -9 | 97 |
| COc1ccc(CN2CCN(c3ccccc3OC)CC2)cc1OC | 0.1 | 15 | 4 | 0.6 | -11 | 0 | -13 | 4 | 109 |
| CCOCCCNC(=O)Cn1cc2c(n1)CCCCC2 | 0.8 | 20 | 1 | 1.8 | 2 | -4 | -9 | -7 | 96 |
| Cc1sc2ncnc(N3CCC(C(=O)NNC(=O)c4ccc(F)cc4)CC3)c2c1C | 0.0 | x | x | 2.6 | -3 | x | x | 1 | x |
| CC(C)(C)OC(=O)N1CCC(c2c(C(=O)N3CCN(C4CCCCC4)CC3)cnn2-c2ccc(F)cc2)CC1 | 0.0 | 19 | 1 | -0.6 | -6 | -7 | -11 | 7 | 97 |
| CCOc1ccc(S(=O)(=O)NCCC(=O)OCC(=O)Nc2cc(C)on2)cc1 | 0.8 | x | -41 | 0.8 | 7 | -9 | 12 | -5 | 48 |
| CN(/N=C/c1ccccc1Cl)c1ncc(Cl)cc1C(F)(F)F | 0.0 | 17 | -7 | -1.6 | -5 | -8 | -6 | 3 | 96 |
| CCOc1ccc(NS(=O)(=O)c2ccc(C(=O)NCCCN3CCCC3=O)cc2)cc1 | 0.0 | 20 | 3 | 2.2 | 2 | -11 | -1 | -4 | 105 |
| CCn1c(=O)cc(SCC(=O)N2CCN(c3ccccc3F)CC2)c2ccccc21 | 1.4 | -3 | 4 | 2.5 | -5 | -1 | 11 | -10 | 102 |
| COc1ccc(-n2c(=O)[nH]c3cc(C(=O)NCCc4ccccc4)ccc3c2=O)cc1OC | 0.9 | 16 | 6 | 2.3 | 3 | -4 | 29 | -5 | 103 |
| COc1ccc(C(C)=O)cc1CSc1nnc(Nc2c(C)cccc2C)s1 | -0.3 | 13 | -2 | 3.2 | -4 | -12 | 7 | -8 | 98 |
| COc1ccc(/C=N/NC(=O)CSCC(=O)Nc2ccccc2)cc1 | -1.3 | 11 | -18 | 0.3 | -4 | -7 | -10 | -1 | 93 |
| CCC1(c2ccccc2)NC(=O)N(CC(=O)Nc2cc(S(=O)(=O)N3CCCCCC3)ccc2OC)C1=O (stereo not drawn) | -0.6 | x | x | -0.2 | -6 | x | x | -15 | x |
| CCOc1ccccc1NC(=O)COC(=O)CN1C(=O)NC(C)(C)C1=O | 2.5 | x | x | 0.5 | -5 | x | x | -3 | x |
| Cc1cc([N+](=O)[O-])nn1CCCC(=O)Nc1cccc(Cl)c1Cl | 0.9 | 3 | -2 | -0.7 | 6 | -9 | 1 | -1 | 101 |
| Cc1cccn2c(=O)nc(SCC(=O)NC3CCCCC3)nc12 | -0.2 | x | x | 0.3 | -2 | x | x | -7 | x |
| Fc1ccc(/C=N/N2CCCCC2)c(F)c1 | 0.6 | 4 | 6 | 0.0 | -10 | 1 | -16 | 0 | 99 |
| N=C1N(/N=C/c2ccccc2)C(=Nc2ccccc2)C(=S)N1c1ccccc1 | 0.3 | 3 | 2 | -0.2 | -5 | 18 | -10 | -1 | 92 |
| COc1ccccc1-c1c(C)nn2c(N3CCC(C)CC3)cc(C)nc12 | -0.3 | x | -4 | 0.6 | -5 | 1 | -5 | 0 | 89 |
| Cc1ccc(C)c(OCC(=O)Nc2ccccc2C(=O)N2CCN(C)CC2)c1 | 1.0 | 12 | 9 | -0.3 | -1 | -4 | -18 | 3 | 112 |
| CCN1CC=C2C(C#N)=C(N)C(C#N)(C#N)C(c3cc(Cl)ccc3Cl)C2C1 (stereo not drawn) | 1.9 | 0 | x | 2.4 | 0 | 6 | -7 | -16 | x |
| CCc1ccccc1NC(=O)Nc1c(C)n(C)n(-c2ccccc2)c1=O | -0.4 | 9 | 7 | -0.2 | -3 | 5 | -10 | -2 | 106 |
| CCCCn1c(SCC(=O)c2ccccc2)nc2ccsc2c1=O | -1.4 | 19 | 0 | 0.5 | 1 | -5 | 7 | -8 | 100 |
| Cc1ccc(S(=O)(=O)NC(=O)NCc2ccccc2)cc1 | 0.3 | 1 | 2 | 0.8 | -5 | -9 | -3 | 3 | 107 |
| O=C(CCC1CCN(C(=O)c2ccco2)CC1)NCc1ccc(F)cc1 | -0.5 | 18 | 4 | 0.1 | -3 | 1 | 4 | -6 | 104 |
| S=C(Nc1cccc2ccccc12)NC1CCCCC1 | -1.9 | -5 | 0 | -1.2 | -7 | 9 | -10 | -8 | 99 |

An excerpt from above in order of the MEKK2mut PB1 HTS value, rising.
molecule | MEKK2mut PB1 HTS
CCCCn1c(SCC(=O)c2ccccc2)nc2ccsc2c1=O | 0
N=C1N(/N=C/c2ccccc2)C(=Nc2ccccc2)C(=S)N1c1ccccc1 | 2
O=C(CCC1CCN(C(=O)c2ccco2)CC1)NCc1ccc(F)cc1 | 4
